bCat nuc transl – beta-catenin nuclear translocation modulation; nuclear translocation activity, % at 5 µM; 0.3% of 190,000 active; HeLa beta-catenin nuclear translocation, immunofluorescence imaging; AID 1665;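 active = nuclear translocation activity above 50% at 5 µM, with a well cell count of 50 or more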;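 also: per-cell ratio of nuclear to cytoplasmic median beta-catenin stain intensity; plate controls were DMSO negative control for no effect and GSK-3 inhibitor IX positive control for full effect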
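Test system: human HeLa cells, endogenous beta-catenin. Times: 24 h compound exposure, 37°C. Measured by: beta-catenin immunofluorescence imaging with DAPI.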
ER stress rescue – protection against thapsigargin-triggered cell killing – 384-well, CSM14.1, ATP luminescence, primary screen (AID 1222); 190,000 tested, under 10 active; one-dose cellular ATP content (survival), % at 20 µM; EC50 in µM for titrated hits; CSM14.1 thapsigargin-induced death rescue, ATP luminescence; higher % means a stronger effect;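 active = EC50 below 50 µM in the dose-response confirmation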;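 also: death triggered by thapsigargin at about 15 µM added after 2 h compound pretreatment; cell ATP read after overnight thapsigargin exposure of roughly 18 to 22 hours; normalized against plate controls of thapsigargin alone and 5% DMSO vehicle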
M1AAP inhibition – malaria alanyl aminopeptidase activity blockers – biochemical, fluorogenic H-Leu-NHMec substrate, 1536-well (AID 1445); one-dose inhibition, % at 30 µM; IC50 in µM for titrated hits; recombinant M1AAP, H-Leu-NHMec fluorogenic kinetic assay; higher % means a stronger effect; 0.42% of 220,000 active;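 active = primary inhibition above the hit cutoff, then over 50% inhibition at one or more dose response concentrations, cut at about 23% in these data, passing the limit was not always enough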;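 also: plate controls were DMSO full reaction for no effect and no enzyme background for full effect; strong numbers were not always called active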
MT stabilizer – microtubule stabilizers in HeLa cells. 0.83% of 200,000 active. % tubulin-high responders, % at 10 µM. HeLa tubulin immunostaining HCS, 24 h; share of cells brighter than vehicle mean+2SD;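 active = plate Z-score above 3 for both tubulin-high and condensed-nucleus cell shares, with cell loss under 80%, at 10 µM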;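 also: anti alpha tubulin signal scored within the nucleus-defined area of each cell; some results filed as inactive read as strong as hits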
P. falciparum M17LAP – P. falciparum M17LAP inhibitors, primary screen, biochemical, fluorogenic H-Leu-NHMec substrate, 1536-well (AID 1619). recombinant M17LAP, H-Leu-NHMec fluorogenic kinetic assay; higher % means a stronger effect. inhibition, % at 30 µM; hits with a dose series show IC50 in µM. 0.38% of 220,000 active;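 active = compound inhibiting the enzyme by more than half at any dose during confirmatory dose-response retesting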;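 also: plate controls were full reaction with DMSO carrier for no effect and no enzyme background for full effect; strong numbers were not always called active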
Dynein cargo inh – blocks dynein driven cargo transport along microtubules; 3617.4 mouse cells, GR-EGFP nuclear translocation imaging; test concentration mostly 20 µM; stimulated with dexamethasone, 1 µM; stronger effect = lower value; z-score, hits read low; 0.47% of 220,000 active;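 active = plate z-score of nuclear minus cytoplasmic receptor signal below a set negative limit, without overly bright fluorescence or cell loss, cut at about -3.5 in these data, passing the limit was not always enough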;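 also: z-score of nuclear minus cytoplasmic ring GR-EGFP intensity difference per well; some compounds called inactive have numbers as strong as hits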
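medium = tetracycline-free induction medium containing charcoal-stripped FBS | also added = 1.0 µM final dexamethasone stimulus | schedule = 48 h induction, 1 h compound, 30 min dex at 37 °C | technique = fixed, Hoechst-stained cells imaged at 10x for EGFP | measure = GR-EGFP nuclear translocation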
Autophagy HCS – modulators of autophagy | calls only at 10 µM (by protocol) | 0.98% of 190,000 active | MEF GFP-LC3 puncta imaging; test concentration mostly 10 µM;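 active = percentage of spot-positive cells more than 3 SD above its plate mean, without a fluorescence outlier flag or 80% toxicity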;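 also: spot-positive cell cutoff set from DMSO-treated cells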
K1F lysis inhibition – protection from phage-mediated lysis, alamar blue read-out – E. coli UTI89, K1F phage, bacterial capsule biogenesis inhibitors (AID 488966) | E. coli UTI89 K1F phage lysis, alamar blue, 2 h; higher % means a stronger effect | inhibition, % at 100 µM, or IC50 in µM where a hit was titrated | 0.02% of 340,000 active;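 active = phage lysis inhibition, versus mean bacterial control, above a set limit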;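 also: capsule biogenesis inhibitors block K1F phage lysis so surviving cells raise fluorescence; higher fluorescence means more inhibition of phage lysis; actives were called in the ten point dose series up to 300 µM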
Ins promoter up – MIN6 insulin promoter up-regulation; 0.3% of 190,000 active; MIN6 insulin promoter-GFP reporter, high-content imaging; stronger effect = higher value; z-score at 5 µM;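 active = z-score above 3 at 5 µM with at least 500 cells counted in the well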
Dynein cargo inh cytoplasmic EGFP – recorded beside Dynein cargo inh, whose call it bears; z-score; measured here: cytoplasmic GR-EGFP intensity; stronger effect = higher value
Dynein cargo inh nuclear GR-EGFP – also measured in Dynein cargo inh; calls as there; z-score; measured here: nuclear GR-EGFP intensity;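 lower value marks the stronger effect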
Dynein cargo inh cell count – recorded beside Dynein cargo inh, whose call it bears; z-score; measured here: cell count per field
Ins promoter up cell count – further read-out of Ins promoter up, marked with its call; cell count; measured here: cytotoxicity, nuclei count;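 total cells summed across four imaged fields per well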
bCat nuc transl cell count 5 µM – second read-out of bCat nuc transl, no call of its own (marks repeat the call); cell count; measured here: cell count, cytotoxicity flag
MT stabilizer Hoechst-high % – second read-out of MT stabilizer, no call of its own (marks repeat the call); % Hoechst-high responders; measured here: nuclear condensation Hoechst responders;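 share of cells brighter than vehicle mean plus two SD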
MT stabilizer cytotoxicity % – also measured in MT stabilizer; calls as there; toxicity, %; measured here: cytotoxicity by cell density;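 0% = mean cell density of plate MIN control wells and 100% = no cells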
Autophagy HCS cell loss 18 h – second read-out of Autophagy HCS, no call of its own (marks repeat the call); toxicity, %; measured here: cell loss, nuclei count;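 cell loss after 18 h compound exposure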
An asterisk follows results filed as active; i = inactive; x = no result given.

(1) O=c1[nH]ccc2c([N+](=O)[O-])cccc12
(2) Cc1ccc(-n2c(C)nnc2SCC(=O)Nc2ccccc2)cc1
(3) O=S1(=O)N=C2CCCCCN2C(c2ccncc2)N1 (stereo unspecified)
(4) CCOC(=O)N1CCN(Cc2oc(CO)cc(=O)c2O)CC1
(5) OCCNc1nc2ccccc2nc1NCCO
(6) CC1(C)Cc2c(cnn2-c2ccccc2)C(=O)/C1=N\NC(=O)c1ccncc1
(7) CCCOC(=O)c1cc(=O)[nH]c2ccccc12
(8) O=C1c2ccccc2C2(c3ccccc3)NCCN12 (stereo unspecified)
Screen / compound no.,1,2,3,4,5,6,7,8
bCat nuc transl,-1.7,0.2,-0.3,-2.6,-0.7,x,6.6,1.0
bCat nuc transl cell count 5 µM,918,518,1168,906,1349,x,1255,717
ER stress rescue,0.7%,1.1%,1.3%,-2.1%,x,x,0.0%,-2.8%
M1AAP inhibition,6%,1%,8%,-3%,6%,x,8%,2%
MT stabilizer,11,3.9,3.5,2.4,x,3.1,2.0,5.3
MT stabilizer Hoechst-high %,4.7,1.9,1.7,0.8,x,1.6,5.3,1.7
MT stabilizer cytotoxicity %,4.1,5.0,2.5,1.3,x,6.9,3.2,8.2
P. falciparum M17LAP,3%,-1%,14%,-5%,-4%,x,3%,2%
Dynein cargo inh,-0.0092,2.8,3.6,0.13,0.033,-0.61,-0.95,0.13
Dynein cargo inh cytoplasmic EGFP,-0.24,-0.17,-0.18,-0.2,0.0065,-0.22,-0.15,-0.22
Dynein cargo inh nuclear GR-EGFP,0.21,1.3,1.8,0.062,0.083,-0.32,-0.48,0.37
Dynein cargo inh cell count,0.0026,-2,-1.5,0.29,0.39,0.51,1.5,0.057
Autophagy HCS,i,i,i,i,x,i,i,i
Autophagy HCS cell loss 18 h,-33,-1,1,-4,x,4,-7,6
K1F lysis inhibition,-0.8%,1.0%,1.6%,0.4%,-0.6%,0.1%,0.2%,5.0%
Ins promoter up,0.42,x,-1.3,-0.15,-0.03,x,-0.2,0.11
Ins promoter up cell count,1551,x,972,1265,1117,x,1470,1092

(9) COc1ccc(N(CC(=O)NCCSc2ccccc2)S(C)(=O)=O)cc1
(10) COC(=O)c1cccc(-c2ccc(C(c3c(C)[nH][nH]c3=O)c3c(C)[nH][nH]c3=O)o2)c1
(11) COc1ccccc1NC(=O)c1ccc(NS(=O)(=O)c2ccc(F)c(F)c2F)cc1
(12) Cc1nn(C)c(Cl)c1S(=O)(=O)N[C@@H](c1ccccc1)[C@]1(C)C[C@H]1[C@@H](C)C(=O)Nc1ccc2ccccc2c1
(13) CCOC(=O)c1c(C)n(CCNC(C)=O)c2ccc(OC)cc12
(14) COc1cc(OC)cc(C(=O)NC(=S)Nc2ccc3c4c(cccc24)CC3)c1
(15) CCNc1nc(NC(C)C)nc(N(C#N)C(C)C(=O)N(C)C)n1 (stereo unspecified)
(16) CCOc1ccc(CN2CCN(S(=O)(=O)c3ccc(NC(C)=O)cc3)CC2)cc1
Screen / compound no.,9,10,11,12,13,14,15,16
bCat nuc transl,-5.3,-0.6,-2.3,-1.0,-0.7,0.4,0.6,1.4
bCat nuc transl cell count 5 µM,1045,1130,924,426,1142,1131,900,922
ER stress rescue,-1.3%,-2.8%,-4.8%,1.1%,3.3%,0.2%,-1.5%,-0.5%
M1AAP inhibition,-1%,12%,1%,-2%,2%,5%,18%,5%
MT stabilizer,2.9,1.9,2.8,2.9,2.7,3.5,9.3,3.1
MT stabilizer Hoechst-high %,0.9,2.2,2.2,3.4,1.8,1.8,2.5,2.0
MT stabilizer cytotoxicity %,2.3,9.0,0.7,12,6.4,2.4,10,8.9
P. falciparum M17LAP,6%,1%,-6%,7%,9%,-9%,67%,3%
Dynein cargo inh,-0.56,-0.76,0.45,0.5,-0.76,1.1,1.2,-0.84
Dynein cargo inh cytoplasmic EGFP,0.75,-0.33,-0.29,-0.31,0.0032,-0.15,-0.07,-0.077
Dynein cargo inh nuclear GR-EGFP,0.32,0.086,-0.051,0.55,-0.14,0.26,0.61,-0.33
Dynein cargo inh cell count,0.42,0.75,-0.25,0.64,0.49,-0.91,-1.2,-0.079
Autophagy HCS,i,i,i,i,i,i,i,i
Autophagy HCS cell loss 18 h,-9,5,-5,-1,3,17,4,-8
K1F lysis inhibition,0.0%,-0.9%,2.0%,-0.1%,-1.8%,0.0%,1.8%,0.2%
Ins promoter up,0.26,-0.13,0.72,-0.26,0.16,1.2,-0.19,-0.08
Ins promoter up cell count,1737,1294,1237,789,974,1925,1145,1598

(17) Cc1cccc(N2CC(C(=O)OCc3ccc([N+](=O)[O-])cc3)CC2=O)c1 (stereo unspecified)
(18) C/C=C\C(=O)Nc1cccc(C2=NOC3(C2)C[C@@H](C(N)=O)N(C(=O)CC(c2ccccc2)c2ccccc2)C3)c1 (stereo partly specified)
(19) CN(C(=O)c1ccc2c(c1)CCN2S(C)(=O)=O)c1ccccc1
(20) O=C(COC(=O)c1cc(=O)[nH]c(=O)[nH]1)Nc1cccc(S(=O)(=O)N2CCOCC2)c1
(21) Cc1ccccc1Cn1c(=O)n(CCCC(=O)NCc2ccco2)c(=O)c2sccc21
(22) CC1CCCN(C/C=C/c2ccccc2[N+](=O)[O-])C1 (stereo unspecified)
(23) O=c1oc2cc(OCc3c(F)cccc3Cl)ccc2cc1-c1ccccn1
(24) C=CCNC(=S)NNc1nc(Nc2ccccc2)nc(N2CCCCC2)n1
Screen / compound no.,17,18,19,20,21,22,23,24
bCat nuc transl,-3.8,0.4,-0.8,2.4,x,-1.2,x,1.6
bCat nuc transl cell count 5 µM,981,1275,1592,929,x,1415,x,877
ER stress rescue,-1.2%,x,2.8%,2.2%,-1.0%,0.9%,x,-0.6%
M1AAP inhibition,-3%,3%,3%,7%,1%,6%,5%,x
MT stabilizer,2.2,x,3.4,3.8,1.6,1.9,2.0,1.3
MT stabilizer Hoechst-high %,1.9,x,2.9,1.3,2.0,1.9,2.8,1.7
MT stabilizer cytotoxicity %,1.8,x,9.6,6.7,14,3.9,4.0,7.0
P. falciparum M17LAP,-5%,-8%,2%,2%,-7%,-2%,-10%,x
Dynein cargo inh,-0.82,0.029,0.4,-0.44,1.9,2.1,-0.37,-0.93
Dynein cargo inh cytoplasmic EGFP,0.7,-0.76,-0.16,-0.28,-0.039,-0.15,-0.15,-0.34
Dynein cargo inh nuclear GR-EGFP,0.32,0.12,0.48,-0.25,0.86,1.9,0.27,-0.28
Dynein cargo inh cell count,0.52,-0.29,0.63,0.47,-1.2,-2.1,1.3,1.6
Autophagy HCS,i,x,i,i,i,i,i,i
Autophagy HCS cell loss 18 h,-12,x,13,16,-1,-39,-23,-23
K1F lysis inhibition,0.2%,1.3%,0.2%,0.5%,-0.1%,1.8%,0.8%,i
Ins promoter up,0.62,1.9,0,0.18,0.39,0.12,x,-0.49
Ins promoter up cell count,1622,747,1417,1447,1010,1466,x,1473

(25) Cc1ccccc1NC(=O)CSc1ccsc1[N+](=O)[O-]
(26) COc1cc(/C=N/n2nnnc2N)cc(OC)c1OC
(27) CCC(C)c1ccc(O)c(/C=N/O)c1 (stereo unspecified)
(28) CCOC(=O)c1c(NC(=O)CS(=O)(=O)c2cn(CC)c3ccccc23)sc2c1CCCCC2
(29) COc1ccccc1-c1cc(C(F)(F)F)nc(NCc2ccco2)n1
(30) O=C1CCCN1CCCNC(=S)Nc1ccc(F)c(Cl)c1
Screen / compound no.,25,26,27,28,29,30
bCat nuc transl,x,1.0,-4.1,3.4,-1.5,-0.5
bCat nuc transl cell count 5 µM,x,1237,1216,523,1329,1548
ER stress rescue,5.3%,x,-3.1%,3.3%,0.4%,-2.9%
M1AAP inhibition,4%,1%,4%,-2%,6%,7%
MT stabilizer,2.7,x,2.6,3.0,5.1,5.8
MT stabilizer Hoechst-high %,4.4,x,1.1,1.6,0.8,2.7
MT stabilizer cytotoxicity %,4.6,x,5.1,4.5,4.2,3.6
P. falciparum M17LAP,8%,-1%,-2%,4%,-3%,-1%
Dynein cargo inh,-0.92,0.86,0.48,-0.65,-0.15,-1.2
Dynein cargo inh cytoplasmic EGFP,-0.28,-0.28,-0.21,-0.22,0.25,-0.28
Dynein cargo inh nuclear GR-EGFP,-0.95,0.29,0.5,0.26,0.051,-0.086
Dynein cargo inh cell count,0.68,-0.24,-0.66,0.7,-0.42,0.37
Autophagy HCS,i,x,i,i,i,i
Autophagy HCS cell loss 18 h,-11,x,-6,-49,9,11
K1F lysis inhibition,-0.1%,0.9%,-0.7%,7.3%,-0.1%,0.2%
Ins promoter up,0.16,-0.61,0.24,-0.07,-0.68,0.87
Ins promoter up cell count,1223,1058,901,1132,1617,1469

Looked up above.
`O=c1[nH]ccc2c([N+](=O)[O-])cccc12` in Dynein cargo inh cytoplasmic EGFP is entered as -0.24
`Cc1cccc(N2CC(C(=O)OCc3ccc([N+](=O)[O-])cc3)CC2=O)c1` (stereo unspecified) in bCat nuc transl is entered as -3.8
